Source: PubChem (several laboratories)
EBV LMP1 NFkB: EBV LMP1-driven NF-kappaB luciferase reporter inhibitors, primary screen, cell-based, luminescence, single point | LMP1-induced NF-kappaB luciferase reporter cells | hit rate 0.69% among 350,000 | AID 504558, 2011 | inhibition, % at 12.5 µM; in the data active means inhibition above about 41%;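 further: 0% = neutral control wells and 100% = reference inhibitor control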
ABHD5 PLIN5 PPI: ABHD5-PLIN5 interaction inhibitors, primary screen, cell lysate, split luciferase complementation, luminescence; AID 602281, 2012; Perilipin-5 (Homo sapiens) + 1-acylglycerol-3-phosphate O-acyltransferase ABHD5 (Homo …; hit rate 0.78% among 360,000; Split G. princeps luciferase complementation, 4 h; inhibition, % at 4 µM;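 active means inhibition above the mean inhibition across every tested compound plus 3 SD, cut at about 22% in these data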;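 further: 0% = DMSO only wells and the 100% control is not disclosed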
NR5A2 inv ag: LRH-1 (NR5A2) inverse agonists, primary screen, cell-based, luminescence, HEK293T, StAR-luciferase reporter | Nuclear receptor subfamily 5 group A member 2 (Homo sapiens), O00482 | LRH-1 transfected, 24 h | inhibition, % at 3.6 µM | hit rate 0.13% among 360,000 | AID 602396, 2012;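 active means inhibition above the mean inhibition of all tested compounds plus 3 SD, cut at about 73% in these data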;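 further: 0% = DMSO wells and 100% = reporter-only cells lacking LRH-1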
NCOA2 inhibitor: inhibition of GAL4-SRC2 driven luciferase reporter, primary screen, SRC2 inhibitor project, cell-based, luminescence. hit rate 0.17% among 370,000. HEK293 GAL4-SRC2 luciferase reporter. inhibition, % at 9 µM. Nuclear receptor coactivator 2 (Homo sapiens), Q15596. AID 651957, 2012;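 active means inhibition above the mean inhibition of all tested compounds plus 3 SD, set per campaign, cut at about 52% in these data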;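 further: 0% = DMSO treated cells and 100% = cells given Gossypol at 36 µM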
SRC1 inh: SRC1 coactivator transcriptional activity inhibitors, primary screen, cell-based, luminescence. hit rate 0.12% among 360,000. AID 588354, 2011. inhibition, % at 3.6 µM. HEK293 GAL4-SRC1 luciferase reporter;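 active means inhibition above the campaign mean plus 3 SD, with each screening campaign given its own cutoff, cut at about 60% in these data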;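 further: 0% = DMSO treated cells and 100% = gossypol at 36 µM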
NCOA3 inh: SRC3 coactivator transcriptional activity inhibitors, primary screen, cell-based, luminescence; inhibition, % at 3.6 µM; AID 588352, 2011; HEK293 GAL4-SRC3 luciferase reporter; hit rate 0.17% among 360,000; Nuclear receptor coactivator 3 (Homo sapiens), Q9Y6Q9;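 active means inhibition above a per-campaign cutoff, the mean of all compounds plus 3 SD, cut at about 60% in these data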;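 further: 0% = DMSO-treated cells and 100% = gossypol-treated cells at 36 µM; higher means less SRC3-driven luciferase light from the GAL4 reporter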
MC4R antag cAMP: MC4R antagonists of cAMP signaling, primary screen, cell-based, TR-FRET, antagonist arm of biased-ligand search; inhibition, % at 6.5 µM; MC4R-expressing cells, MTII-stimulated cAMP, LANCE TR-FRET; hit rate 0.48% among 360,000; Melanocortin receptor 4 (Homo sapiens), P32245;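 active means inhibition above its plate's cutoff, the mean of tested wells on that plate plus 3 SD, cut at about 29% in these data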;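 further: 0% = Melanotan II alone and 100% = Melanotan II plus saturating MCL0020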
Target sequence (P32245 whole entry, looked up): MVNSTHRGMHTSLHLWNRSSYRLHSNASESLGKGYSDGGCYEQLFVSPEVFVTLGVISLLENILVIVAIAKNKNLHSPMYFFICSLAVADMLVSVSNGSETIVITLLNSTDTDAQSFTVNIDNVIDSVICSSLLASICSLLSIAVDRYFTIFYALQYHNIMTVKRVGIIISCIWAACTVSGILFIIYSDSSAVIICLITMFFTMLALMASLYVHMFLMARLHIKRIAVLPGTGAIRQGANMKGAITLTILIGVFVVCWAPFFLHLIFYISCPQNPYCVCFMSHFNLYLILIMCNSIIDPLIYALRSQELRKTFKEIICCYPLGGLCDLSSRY
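Material – human MC4R-expressing U2OS cells · Repeats – no replicates · Detection – TR-FRET with Eu-cAMP and labeled anti-cAMP, 671 nm · Times – compound 30 min, challenge 1 h, detection 1 h · Compound – single nominal compound dose of 6.5 µM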
TLR9-MyD88 block: inhibitors of TLR9-MyD88 association in cells, primary screen, cell-based, CHO, BLA complementation, fluorescence; CCF4 FRET ratio; AID 504734, 2011; hit rate 0.21% among 340,000; inhibition, % at 4.98 µM; Toll-like receptor 9 (Homo sapiens) + Myeloid differentiation primary response protein …;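 active means inhibition above the mean over all tested compounds plus 3 SD, cut at about 21% in these data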;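 further: 0% = DMSO only wells and 100% = clavulanate BLA inhibitor control wells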
NR2F2 inh: NR2F2 transcriptional activity inhibitors, primary screen, cell-based, luciferase reporter, HEK293T, luminescence | COUP transcription factor 2 (Homo sapiens), P24468 | HEK293T NGFI-A luciferase reporter | inhibition, % at 8.6 µM | hit rate 0.7% among 370,000;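 active means inhibition above a per-plate cutoff, mean inhibition of test wells between control levels plus 3 SD, cut at about 38% in these data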;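 further: cells cotransfected with COUP-TFII expression vector driving the NGFI-A reporter; 0% = median of COUP-TF2 test wells and 100% = reporter-only cells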
Target sequence (P24468 whole entry, looked up): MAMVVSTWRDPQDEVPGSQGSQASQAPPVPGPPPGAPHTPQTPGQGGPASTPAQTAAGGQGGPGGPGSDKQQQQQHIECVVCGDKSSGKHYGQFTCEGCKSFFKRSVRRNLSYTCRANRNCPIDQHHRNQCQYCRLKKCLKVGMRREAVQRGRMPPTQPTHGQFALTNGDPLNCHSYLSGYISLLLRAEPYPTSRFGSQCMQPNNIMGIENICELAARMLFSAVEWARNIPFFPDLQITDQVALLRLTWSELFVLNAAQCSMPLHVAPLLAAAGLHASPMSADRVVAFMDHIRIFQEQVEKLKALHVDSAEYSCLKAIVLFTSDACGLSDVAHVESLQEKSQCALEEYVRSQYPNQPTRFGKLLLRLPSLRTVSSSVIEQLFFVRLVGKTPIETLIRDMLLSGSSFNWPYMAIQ
NOD2-RIPK2 inh: NOD2-RIPK2 binding disruptors in cells, primary screen, fluorescence, CHO cells, BLA complementation | Receptor-interacting serine/threonine-protein kinase 2 (Homo sapiens), O43353 | hit rate 0.38% among 360,000 | inhibition, % at 4.98 µM | CCF4 ratio; in the data active means inhibition above about 21%;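 further: 0% = vehicle only and 100% = reference blocker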
MC4R ag barr: MC4R agonists recruiting beta-arrestin, primary screen, cell-based, luminescence, agonist arm of biased-ligand search; Melanocortin receptor 4 (Homo sapiens), P32245; U2OS MC4R beta-arrestin complementation; percent of melanotan II response, DMSO zero; activation, % at 8.9 µM; hit rate 0.98% among 360,000;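 active means activation above a per-plate cutoff, the mean activation of sample wells on that plate plus 3 SD, cut at about 8% in these data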
Starred values were filed as active, the others as inactive; · = no result given. These rows are one share of the data. The share of hits here may be higher or lower than overall.

TLR9-MyD88 block	ABHD5 PLIN5 PPI	NCOA3 inh	MC4R ag barr	NOD2-RIPK2 inh	EBV LMP1 NFkB	NR5A2 inv ag	NCOA2 inhibitor	MC4R antag cAMP	NR2F2 inh	SRC1 inh	canonical_smiles
-1	-6	-13	-1.1	1	-2	-14	0	-8	-9	-1	O=C(N/N=C/C=C/c1ccccc1)c1cnccn1
-3	2	15	2.2	-3	19	-12	-11	1	-1	5	COc1cc(S(=O)(=O)Nc2cccc(C)c2)ccc1NC(=O)c1cccnc1
3	-5	2	-2.2	-9	-18	-17	7	6	1	0	FC(F)(F)c1cccc(NC(=S)N2CCN(c3ccccn3)CC2)c1
-8	-4	8	-1.5	-9	-3	14	17	5	4	4	Cc1cc(NC(=O)CSc2nnc(-c3ccncc3)n2-c2ccccc2)no1
6	0	-2	-0.9	-24	-6	5	-16	-1	5	-9	O=C(NNC(=O)C1CC1)c1cc(=O)[nH]c2ccccc12
0	1	-4	0.3	-10	-12	-8	-24	17	-13	1	O=C(NCCCN1CCOCC1)c1cccc(S(=O)(=O)N2CCN(c3ccccc3)CC2)c1
-2	2	5	-2.0	4	-4	-8	2	-2	3	5	CCOC(=O)c1c(C)[nH]c(C)c1C(=O)COC(=O)c1ccc([N+](=O)[O-])s1
·	7	·	·	-5	·	7	5	·	-11	·	CCCCCCN1CCN(C2CN(Cc3cn(CCCC(=O)OC)nn3)S(=O)(=O)C2)CC1 (configuration not stated)
0	2	-9	-1.6	-1	-1	5	13	3	9	-21	CCOc1ccc(CCNC(=O)C2CC(=O)N(Cc3ccc(OC)cc3)C2)cc1OCC (configuration not stated)
-4	-8	-30	-0.8	-5	-2	-26	21	-4	7	-42	CCOC(=O)C1CCCN(C(=S)Nc2ccc(Nc3ccccc3)cc2)C1 (configuration not stated)
-5	0	20	0.2	5	5	2	-35	8	14	-8	Cc1nc2nc[nH]n2c(=O)c1CC(=O)O
8	-6	16	-2.1	8	-3	11	19	14	0	-4	CC(c1n[nH]c(=S)n1-c1ccc(F)cc1)N1CCCCC1 (configuration not stated)
-10	0	19	1.5	-7	5	-20	2	10	21	-22	CCc1ccc(N2C(=O)CC(Cn3nc(C)cc3C)C2=O)cc1 (configuration not stated)
4	6	9	-1.4	2	2	-24	8	17	19	9	Cc1cc(=O)c2ccc(C(F)(F)F)cc2[nH]1
-3	-1	5	-1.6	-2	3	5	-19	1	3	-39	COc1ccc(C2C3=C(CC(C)(C)CC3=O)Oc3ncn(Cc4ccccc4)c(=N)c32)cc1 (configuration not stated)
6	-1	-2	-0.6	8	-2	8	-22	6	-9	-10	Cn1c(=O)c2c(nc(Sc3ncnn3CC(=O)NC(C)(C)C)n2C)n(C)c1=O
2	2	2	0.6	-8	9	0	7	14	-3	3	CCOC(=O)c1cc(-c2ccc(Cl)cc2)nc2c1c(C)nn2CCC#N
-6	-10	13	2.4	-8	-5	3	-2	-8	-8	1	O=C1CC(c2cccc(Br)c2)C2=C(COC2=O)N1 (configuration not stated)
-9	-3	-1	1.2	-10	-2	10	11	5	-15	3	CCCN(C(=O)CSc1ccccc1C(=O)O)C1CCS(=O)(=O)C1 (configuration not stated)
-10	-3	14	-1.7	-13	-1	-7	-51	-5	9	5	C=CCO/N=C/C1=C(O)C(C(=O)OC)C(C)(C)CC1=O (configuration not stated)
0	8	26	0.2	1	10	4	37	6	-48	27	Cn1nnnc1Sc1ncnc2scc(-c3ccc4c(c3)OCO4)c12
-12	0	-38	-1.7	-16	-3	18	-4	0	6	-8	O=C(O)c1c[nH]c2ccc(S(=O)(=O)N3CCN(c4ccc(F)cc4)CC3)cc2c1=O
-3	5	19	0.3	-9	9	21	18	1	20	14	Cc1ccc(C(=O)Nc2cccc3[nH]c(C(F)(F)F)nc23)cc1
-9	-2	10	-2.2	-4	2	6	·	12	·	-37	CCCNc1c(NS(=O)(=O)c2ccc(OC)c(OC)c2)c(=O)oc2ccccc12
-2	-5	-4	0.8	0	0	2	-11	14	6	-17	CC(CN1CCOCC1)OC(=O)c1ccccc1Cl (configuration not stated)
0	0	0	-0.6	-1	-2	16	-20	2	8	-11	O=C(Cc1ccc(S(=O)(=O)N2CCOCC2)s1)NCCOc1ccccc1F
-2	-7	1	3.2	-7	9	-1	7	0	8	-1	CC1(C)CC(=O)C=C(NCCCN2CCCC2=O)C1
1	9	20	-1.0	2	4	1	6	2	3	10	Cc1cccc(Nc2nc(N)c([N+](=O)[O-])c(N3CCOCC3)n2)c1
-2	-2	-11	-1.4	-3	-15	-45	-31	6	-24	-103	O=C(Nc1ccc(N2CCOCC2)c(Cl)c1)c1ccccc1Cl
-4	-16	-10	-0.1	5	-10	-1	1	7	-10	-1	CCOc1cc(N2CCOCC2)c(OCC)cc1NC(=O)COC(=O)CCOc1ccc(C)cc1
-2	3	-39	0.0	1	0	-12	-30	7	6	-39	COc1ccc(OCC(O)CN2C(=O)c3ccccc3S2(=O)=O)cc1 (configuration not stated)
7	4	20	-3.7	5	-26	0	7	17	21	-6	O=C(N/C=C/c1ccco1)OCc1ccccc1
·	-4	-10	-1.3	-3	·	1	-2	4	2	-11	CN1CCN(c2ncnc3c2ncn3[C@H]2CN(Cc3ccccc3)C[C@@H](CO)O2)CC1
1	-1	-31	-1.3	-1	-14	-4	-3	-4	-8	-12	C[C@@H]1O[C@@H](OC[C@@H]2O[C@H](Oc3c(-c4ccc(O)cc4)oc4cc(O)cc(O)c4c3=O)[C@@H](O)[C@H](O)[C@H]2O)[C@H](O)[C@H](O)[C@H]1O
-2	4	2	1.7	-5	24	1	-3	-4	4	-5	NS(=O)(=O)c1ccc(CCN2C(=O)/C(=C\c3ccc(Cl)cc3)SC2=S)cc1
-15	0	18	3.6	8	6	9	16	1	0	9	c1ccc(Cc2noc(CN3CCC(CN4CCOCC4)CC3)n2)cc1
-4	-4	-5	0.3	0	0	28	13	-4	0	1	CCOc1ccc(NC(=O)CC2C(=O)N(c3ccc(OC)cc3)C(=O)N2Cc2ccc(OC)cc2)cc1 (configuration not stated)
-6	-11	9	6.2	-10	-4	-24	-50	19	2	6	CC(C)c1ccc(OCC(=O)N(c2ccccn2)C2CCCCC2)cc1
-5	3	30	-2.1	3	14	36	29	21	58*	12	Cc1nc(CN(C)C(=O)c2cc(COc3ccc4ncccc4c3)on2)cs1
7	-14	-20	-1.2	0	2	8	-27	-1	-15	-21	CC(C)(C)c1nnc(NS(=O)(=O)c2ccc([N+](=O)[O-])cc2)s1
-4	1	5	-0.7	-8	-2	0	-29	5	2	-2	O=C(CSc1nnnn1-c1cccnc1)Nc1cccc(Cl)c1
-6	0	12	0.1	1	-13	15	-9	-3	0	-10	CCN1C(=O)/C(=C\N(C)C)c2ccccc21
3	-5	3	-1.0	-1	-6	5	3	-8	-7	-1	COCCCNC(=O)CN(c1ccc(OC)cc1)S(=O)(=O)c1ccc(NC(C)=O)cc1
-7	-5	4	7.0	0	-1	24	-8	20	3	-17	C[C@H](CO)N1C[C@H](C)[C@@H](CN(C)C(=O)Cc2ccccc2)OCCCC[C@H](C)Oc2ccc(NC(=O)NC3CCCCC3)cc2C1=O
-7	11	10	-0.8	-16	4	13	-6	7	-18	-4	Cn1c(N)c(C(=O)COC(=O)COc2ccccc2Cl)c(=O)n(C)c1=O
1	1	-10	-2.2	5	-2	-38	-10	7	0	-27	Cc1ccc(/C=N/N2CCOCC2)s1
-5	11	14	2.0	4	1	12	-13	7	10	13	CCSc1nnc(NC(=O)C2CSC3(C)CCC(=O)N23)s1 (configuration not stated)
-8	5	2	-0.2	0	2	23	11	1	9	-7	COc1ccc(Cc2nnc(NC(=O)c3ccc(OC)c(OC)c3)s2)cc1
-3	-5	-25	-1.1	-3	-7	4	7	1	-4	-2	CCc1c(C#N)c(N)nc(SCC(=O)OCc2ccccc2)c1C#N
3	-5	7	1.2	2	8	5	-31	-5	9	-3	COCCNC(=O)CNS(=O)(=O)c1ccc2nc(C)sc2c1

More structures
TLR9-MyD88 block	ABHD5 PLIN5 PPI	NCOA3 inh	MC4R ag barr	NOD2-RIPK2 inh	EBV LMP1 NFkB	NR5A2 inv ag	NCOA2 inhibitor	MC4R antag cAMP	NR2F2 inh	SRC1 inh	canonical_smiles
6	6	7	-1.3	-5	-6	6	8	-4	-4	-6	COc1cc(C(=O)N/C(=C\c2cn(C)c3ccccc23)C(=O)NCCCN2CCOCC2)cc(OC)c1OC
2	1	9	-1.3	8	11	-20	-14	12	4	0	COc1cc(C(=O)NCc2ccccn2)ccc1OCc1c(C)noc1C
4	3	25	-1.4	-5	3	5	2	9	-5	3	COc1ccccc1C(=O)NCCC(=O)NCc1ccncc1
2	0	18	-1.9	10	37	-2	-4	-1	17	12	Cc1cc(C(=O)CN2CCC(C)CC2)c(C)n1-c1ccccc1F
2	-2	2	-0.2	-5	19	1	-22	13	5	1	O=c1cc(CSc2nnc(COc3cccc4ccccc34)o2)c2ccccc2[nH]1
-6	-11	-3	0.5	-8	-4	-22	-24	12	-12	-2	Cc1cc(NCCCN(C)C)n2c(nc3ccccc32)c1C#N
8	0	25	-0.1	4	-2	-1	0	4	-9	11	Cc1ccc(N(CC(=O)Nc2ccc(F)c(Cl)c2)S(=O)(=O)c2c(C)noc2C)cc1
-5	10	18	0.0	1	4	6	-9	6	4	4	C=CCOC(=O)C1=C(C)OC(N)=C(C#N)C1c1ccccc1F (configuration not stated)
-5	-4	13	0.7	-4	-2	0	-10	5	5	-14	COc1ccc(N(C(=O)Cc2cccs2)C(C(=O)NC2CCCCC2)c2cccn2C)cc1 (configuration not stated)
-2	-1	-1	-0.2	3	15	12	4	4	3	-10	COCCNC(=O)CCc1c(C)nc2c(c(C)nn2-c2ccc(C)c(C)c2)c1C
